# Screening results: PubChem BioAssay, National Center for Advancing Translational Sciences (NCATS)
# DT40 TDP1 no CPT – qHTS for Inhibitors of human tyrosyl-DNA phosphodiesterase 1 (TDP1): qHTS in cells in absence of CPT | DT40 Tdp1-/- hTDP1 cells, no CPT, ATP luminescence, 48 h | Potency, µM (series often up to 46.2 µM), inactives show top-dose activity change, negative = growth inhibition, actives largely listed as inhibitors | hit rate 15% among 420,000; also: nearly all actives have a fitted effect of over 55% in size
#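 Stably hTDP1-transfected Tdp1-null chicken DT40 cells were treated with library compounds minus camptothecin and grown for at least 48 hr at 37 °C, after which cellular ATP was quantified by luminescence.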
# KAT2A inh – qHTS Assay for Inhibitors of GCN5L2; GCN5L2 HAT assay, ThioGlo1 CoA-SH fluorescence; Potency, µM (doses to about 58.9 µM), inactives show top-dose activity change, negative = inhibition, usual class: inhibitors; hit rate 0.21% among 390,000; AID 504327, 2011
# Target sequence (Q92830 whole entry, looked up): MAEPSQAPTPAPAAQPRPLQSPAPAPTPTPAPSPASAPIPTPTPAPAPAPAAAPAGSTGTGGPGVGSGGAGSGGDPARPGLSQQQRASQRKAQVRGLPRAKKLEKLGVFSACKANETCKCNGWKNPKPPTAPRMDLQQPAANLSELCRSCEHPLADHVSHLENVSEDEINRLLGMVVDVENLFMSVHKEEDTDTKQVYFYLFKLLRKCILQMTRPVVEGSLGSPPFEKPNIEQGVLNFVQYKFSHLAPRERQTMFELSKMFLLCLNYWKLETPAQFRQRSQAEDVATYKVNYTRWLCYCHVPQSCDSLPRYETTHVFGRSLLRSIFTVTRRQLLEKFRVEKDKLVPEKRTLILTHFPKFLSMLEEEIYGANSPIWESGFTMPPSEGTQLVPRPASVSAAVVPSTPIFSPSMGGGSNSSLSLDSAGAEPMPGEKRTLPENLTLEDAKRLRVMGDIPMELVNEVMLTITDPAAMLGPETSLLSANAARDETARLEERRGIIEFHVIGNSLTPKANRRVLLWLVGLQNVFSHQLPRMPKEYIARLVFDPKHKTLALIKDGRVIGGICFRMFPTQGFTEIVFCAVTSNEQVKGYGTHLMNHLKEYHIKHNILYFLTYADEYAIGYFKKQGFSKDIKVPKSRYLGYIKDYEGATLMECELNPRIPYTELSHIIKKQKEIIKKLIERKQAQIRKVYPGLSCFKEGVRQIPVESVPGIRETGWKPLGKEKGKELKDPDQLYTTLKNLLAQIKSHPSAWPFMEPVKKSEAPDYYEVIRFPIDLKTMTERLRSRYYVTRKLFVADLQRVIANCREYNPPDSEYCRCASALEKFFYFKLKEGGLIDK
#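 qHTS, 1536-well. 20nM enzyme, pH 7.5 HEPES/EDTA/Tween-20 buffer; 15 min compound preinc., RT. Start: 75uM H3(1-25), 70uM AcCoA, 50uM ThioGlo1. Read Ex340/Em540 at t=0 (autofluorescence flag) and t=20 min.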
# DT40 TDP1 CPT – qHTS for Inhibitors of human tyrosyl-DNA phosphodiesterase 1 (TDP1): qHTS in cells in presence of CPT | AID 686979, 2013 | Potency, µM (titrated, usually from 46.2 µM), for inactives: at the top dose activity change, negative = growth inhibition, usual class: inhibitors | hit rate 12% among 420,000 | chicken DT40 Tdp1-/-;hTDP1 cells + 20 nM CPT, ATP luminescence, 48 h; also: nearly all actives have a fitted effect of over 55% in size
#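 Cell growth measured by CellTiter-Glo luminescence after a minimum 48 h, 37 C compound exposure with 20 nM CPT in Tdp1-knockout DT40 cells stably expressing hTDP1, seeded 400/well; qHTS titration format.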
# Numbers without * were called inactive; ? = inconclusive; · = no result given; & = joins results of further samples; [ ] = remark or other dose. Calls follow the shape of the dose curve; as a rule, active = well fitted curve in the direction sought with a large enough effect; inconclusive = small, poorly fitted or top-dose-only effect, or another doubt; inactive = no such curve, though single readings can be large; an effect the other way counts as inactive or inconclusive. % is scaled to controls: 0 for no effect and ±100 for the full control effect; potency is read from the fitted curve at half-maximal effect. An excerpt; the hit share may differ from the screen's.
SMILES,DT40 TDP1 no CPT,KAT2A inh,DT40 TDP1 CPT
CC(=O)c1ccccc1OCCOc1ccccc1C(C)=O,?,-1%,-14%
CCOc1cc(S(=O)(=O)N2CCN(c3ccc(F)cc3)CC2)c(OCC)cc1-n1cnnn1,-17%,-13%,-21%
O=C(Nc1ccc(Cl)cc1)C1Cc2c(-c3ccccc3Oc3ccccc3)ccnc2O1 (centres undefined),?,·,23µM*
CC1Cc2ccccc2N1C(=O)Cn1c(=O)oc2cc(S(=O)(=O)NC3CCCC3)ccc21 (centres undefined),?,-7%,?
O=S(=O)(/N=C(/Nc1cccnc1Cl)c1ccccc1)c1ccccc1,8%,2%,6%
O=C(O)CC(NC(=O)C12CC3CC(CC(C3)C1)C2)c1cccc([N+](=O)[O-])c1 (centres undefined),-21%,-4%,4%
O=C(Nc1cccc(-c2nc3ncccc3o2)c1)c1cc2ccccc2o1,23µM*,-2%,21µM*
O=C(CN(C(=O)c1csnn1)c1ccccc1F)NC1CCCCC1,-14%,-1%,-12%
O=C1c2ccccc2N2C(=O)c3ccccc3[C@H]2N1c1ccccc1,18µM*,-3%[0.501 µM],16µM*
Cc1[nH]c2ccccc2c1C(=O)C(=O)Nc1ccc2c(c1)OCCO2,-10%,-5%,-21%
CSc1cccc(NC(=O)C2CCN(S(=O)(=O)c3cnc[nH]3)CC2)c1,?,-20%,1%
Cc1cccc(NC(=O)CSc2nnc(CNC(=O)c3ccco3)n2C)c1,16%&-5%,-1%,5%&6%
CC(C)CCN1CCN(Cc2cccn2-c2ccc(Cl)cn2)CC1CCO (centres undefined),?,-4%,-8%
COC(=O)/C=C(\Oc1ccccc1)C1(O)CCCCC1,-6%,-4%,15%
CCOC(=O)c1c(NC(=O)C(C)Oc2ccc(Cl)c(C)c2)sc2c1CCCC2 (centres undefined),?,-3%,-27%
CC(C)(C)C(=O)Nc1nc2nc(-c3ccccc3)cc(=O)n2[nH]1,2%,-2%,0%
CCOc1ccc(NC(=O)CSc2nnc(C3CC3)n2C)cc1S(=O)(=O)N1CCCCC1,-3%,-1%,-15%
S=C1NC2(CCCCC2)Cc2ccccc21,?,0%,?
Cc1cc(C)n(CCN(C)C(=O)C2CCC(=O)N(CCc3cccc(F)c3)C2)n1 (centres undefined),8%,3%,-10%
COc1ccc(N(C=O)C(C(=O)Nc2c(C)cccc2C)c2ccccc2)cc1 (centres undefined),?,·,?
CC(C)CC1=NN(C(=O)c2ccncc2)C(O)(C(F)(F)F)C1 (centres undefined),3.3µM*,2%,2.9µM*
CC(C)N1CCN(Cc2ccc(-c3ccccc3)cc2)CC1CCO (centres undefined),?,1%,2%
COc1ccc(C2=NOC(C(=O)Nc3ccc4c(c3)OCO4)C2)cc1 (centres undefined),14%,-23%,-3%
O=C(O)C1=C[C@H](c2ccc(C(F)(F)F)cc2)C[C@H](OCc2ccc(CO)cc2)O1,-7%,1%,-8%
Cc1cccc(N2CCN(c3ncnc4onc(C)c34)CC2)c1C,?,-16%,?
O=C(CN1C(=O)c2ccccc2Sc2ccc(C(=O)N3CCOCC3)cc21)Nc1ccc(Cl)cc1F,-1%,-3%,-11%
CSc1nn2c(C(F)(F)F)cc(C(F)(F)F)nc2c1C(=O)O,11%,-29%,20%
CCc1ccccc1NC(=O)C1CCN(C(=O)N2CC(C)Oc3ccc(Cl)cc32)CC1 (centres undefined),?,-14%,?
COc1cccc(C(=O)Nc2cnn(C(C)C)c2)c1,-21%,-15%,3%
O=C(CSc1n[nH]c(=O)n1Cc1ccco1)c1ccc2c(c1)OCCO2,1%,-4%,-21%
CCN1CCN(CCCNC(=O)c2cnn(-c3ccccc3Cl)c2C2CCN(C(=O)OC(C)(C)C)CC2)CC1,-29%,2%,?
O=[N+]([O-])c1c(-c2cn[nH]c2)n[nH]c1-c1cn[nH]c1,?,-4%,-16%
Cc1ccc2c(c1)Oc1ccc(NC(=O)CCl)cc1C(=O)N2,2.3µM*,-4%,2.6µM*
Cc1ccc2nc(C(O)C(O)c3nc4ccc(C)cc4[nH]3)[nH]c2c1 (centres undefined),-12%,-9%,4%
Cc1ccc(Nc2nc(-c3ccc(F)cc3)cs2)nc1,?,-13%,?
CSc1ccc(/C=C/C(=O)OCC(=O)NC2CCS(=O)(=O)C2)cc1 (centres undefined),?,-9%,-27%
O=C(CSc1ccccc1)Nc1cc(Cl)ccc1Oc1ccccc1,-20%,-11%,-10%
Cn1c(CCNC(=O)C2CCCCC2)nc2cc(NC(=O)c3cccs3)ccc21,-28%,-8%,0%
CC(C)(C)OC(=O)NCCCCCNC(=O)c1nc[nH]c1C(=O)N1CCN(C(=O)OC(C)(C)C)CC1,16µM*,-2%,?
COC(=O)c1ccncc1C(=O)Nc1ccc(Oc2ncc(C(F)(F)F)cc2Cl)cc1,-17%,-2%,2%
COc1ccc(CCN2C(=O)CC(NNC(=O)c3ccccc3Br)C2=O)cc1 (centres undefined),4%,2%,-4%
CCOc1cc(/C=N/NC(=O)N/N=C/c2ccc(O)c(OCC)c2)ccc1O,2.9µM*,·,2.6µM*
CCn1c2ccccc2c2nc3cc(S(=O)(=O)N4CCOCC4)ccc3nc21,13µM*,?,15µM*
Cc1cccc(C)c1OCc1cn(CC(=O)c2ccc(O)cc2)nn1,-5%,·,-6%
CN(CC(=O)Nc1cccc(Cl)c1)S(=O)(=O)c1ccc2[nH]c3c(c2c1)CCCC3,23µM*,-11%,?
CCOC(=O)CN(C(=O)CSc1nnc(Cc2ccccc2)n1-c1ccc(C)cc1)c1ccccc1,?,1%,?
O=C(Nc1ccc(C(=O)O)cc1)/C(=C\c1ccco1)NC(=O)c1ccc(Br)cc1,-18%,·,-10%
CCCNc1nc(C)cc(-c2cc(-c3ccccc3)on2)n1,?,4%,?
Cc1cc(C)c(OCC(=O)OCC(=O)N2c3ccccc3CC2C)c(C)c1 (centres undefined),-6%,-4%,-11%
O=S(=O)(NCCc1csc(-c2ccc(F)cc2)n1)c1ccc(F)cc1F,21µM*,-7%,16µM*
CC(=O)N1CCN=C1SCc1cccc(F)c1,-3%,-2%,0%
S=c1nc(-c2ccccc2)n(CCCN2CCOCC2)c2c1CCCC2,0%,-4%,-19%
COC(=O)Nc1ccc(S(=O)(=O)Nc2ccccc2F)cc1,-19%,-3%,-15%
Cc1ccc2nc(N3CCC(C(=O)N4CCN(c5cccc(C)c5C)CC4)CC3)[nH]c2c1,5.8µM*,-10%,2.9µM*
COc1ccc(-c2[nH]ncc2CN(C)Cc2cccnc2)c(F)c1,-20%,11%,-12%
O=C(Cc1ccccc1)Nc1nnc(-c2cccc([N+](=O)[O-])c2)s1,5%,41%[activator],-15%
Fc1ccc(-c2onc3ccc(C4OCCO4)cc23)cc1,-3%,-2%,14%
Nc1[nH]n(-c2c(Cl)cc(Cl)cc2Cl)c(=O)c1N=Nc1ccc(S(=O)(=O)Nc2ncccn2)cc1,-3%,-9%,10%
COc1cccc(CNC(=O)c2cccc(S(=O)(=O)N3CCN(c4ccc(F)cc4)CC3)c2)c1,?,-5%,?
CCNc1ccc(S(=O)(=O)N2CCCCC2)cn1,?,2%,-21%

# A second format for 2 compounds above.
COc1ccc(-c2[nH]ncc2CN(C)Cc2cccnc2)c(F)c1
  DT40 TDP1 no CPT: -20%; KAT2A inh: 11%; DT40 TDP1 CPT: -12%

O=C(Cc1ccccc1)Nc1nnc(-c2cccc([N+](=O)[O-])c2)s1
  DT40 TDP1 no CPT: 5%; KAT2A inh: 41%[activator]; DT40 TDP1 CPT: -15%

# (list continues)
SMILES,DT40 TDP1 no CPT,KAT2A inh,DT40 TDP1 CPT
COc1ccc(-c2nc(CSCC(=O)NCc3ccc4c(c3)OCO4)c(C)o2)cc1,-13%,-11%,-18%
FC(F)(F)c1cccc(NC(=S)N2CCN(c3cccc(C(F)(F)F)c3)CC2)c1,15µM*,3%,?
Cc1ccc(C(C(=O)NC2CCCCC2)N(Cc2ccco2)C(=O)Cc2c[nH]c3ccccc23)o1 (centres undefined),?,-17%,?
O=C(NNC(=S)NC1CCCCC1)c1sc2ccccc2c1Cl,?,-8%,-13%
CC(=O)CSc1nc(N)c(C#N)c(-c2cccs2)c1C#N,13µM*,0%,21µM*
COc1ccc(CNC(=O)CN(Cc2ccc(Cl)cc2)S(=O)(=O)c2ccccc2)cc1,?,-3%,?
CCOC(=O)c1c(NC(=O)c2cc(Cl)ccc2Cl)sc2c1CCCC2,-7%,2%,-8%
COc1ccccc1C(=O)C1CCCN(C(=O)Nc2ccccc2F)C1 (centres undefined),-12%,-2%,-20%
Cc1nn(C(=O)COc2ccc(Cl)cc2)c(C)c1Sc1ccccc1,-11%,-7%,?
Cc1ccc(Cn2cnc3nc4c(cc3c2=O)CC(C)CC4)cc1 (centres undefined),15µM*,1%,21µM*
Cc1ccc(N(CC(=O)Nc2cc(C)cc(C)c2)S(=O)(=O)c2cccc3nonc23)cc1,?,-4%&-16%,3%&7%
Cc1ccccc1N1CC(C(=O)Nc2ccc(S(=O)(=O)N3CCCC3)cc2)CC1=O (centres undefined),-26%,2%,-23%
O=c1c(Cl)c(O)c2cccc3c4ccccc4n1c23,-2%,-14%,-12%
COc1ccc(C2=Nn3c(nnc3-c3ccco3)SC2)cc1,?,-4%,?
COc1cc(OC)cc(-c2nc(-c3cccc(C)c3)no2)c1,?,-1%,-19%

# Arranged by molar mass (lowest first): 19 of the compounds above
SMILES,DT40 TDP1 no CPT,KAT2A inh,DT40 TDP1 CPT
CCNc1ccc(S(=O)(=O)N2CCCCC2)cn1,?,2%,-21%
O=c1c(Cl)c(O)c2cccc3c4ccccc4n1c23,-2%,-14%,-12%
Fc1ccc(-c2onc3ccc(C4OCCO4)cc23)cc1,-3%,-2%,14%
COc1cc(OC)cc(-c2nc(-c3cccc(C)c3)no2)c1,?,-1%,-19%
COc1ccc(C2=Nn3c(nnc3-c3ccco3)SC2)cc1,?,-4%,?
CC(=O)CSc1nc(N)c(C#N)c(-c2cccs2)c1C#N,13µM*,0%,21µM*
Cc1ccc(Cn2cnc3nc4c(cc3c2=O)CC(C)CC4)cc1 (centres undefined),15µM*,1%,21µM*
COc1ccc(-c2[nH]ncc2CN(C)Cc2cccnc2)c(F)c1,-20%,11%,-12%
O=C(Cc1ccccc1)Nc1nnc(-c2cccc([N+](=O)[O-])c2)s1,5%,41%[activator],-15%
COc1ccccc1C(=O)C1CCCN(C(=O)Nc2ccccc2F)C1 (centres undefined),-12%,-2%,-20%
O=C(NNC(=S)NC1CCCCC1)c1sc2ccccc2c1Cl,?,-8%,-13%
CCOC(=O)c1c(NC(=O)c2cc(Cl)ccc2Cl)sc2c1CCCC2,-7%,2%,-8%
COc1ccc(-c2nc(CSCC(=O)NCc3ccc4c(c3)OCO4)c(C)o2)cc1,-13%,-11%,-18%
Cc1ccccc1N1CC(C(=O)Nc2ccc(S(=O)(=O)N3CCCC3)cc2)CC1=O (centres undefined),-26%,2%,-23%
FC(F)(F)c1cccc(NC(=S)N2CCN(c3cccc(C(F)(F)F)c3)CC2)c1,15µM*,3%,?
COc1ccc(CNC(=O)CN(Cc2ccc(Cl)cc2)S(=O)(=O)c2ccccc2)cc1,?,-3%,?
Cc1ccc(C(C(=O)NC2CCCCC2)N(Cc2ccco2)C(=O)Cc2c[nH]c3ccccc23)o1 (centres undefined),?,-17%,?
COc1cccc(CNC(=O)c2cccc(S(=O)(=O)N3CCN(c4ccc(F)cc4)CC3)c2)c1,?,-5%,?
Nc1[nH]n(-c2c(Cl)cc(Cl)cc2Cl)c(=O)c1N=Nc1ccc(S(=O)(=O)Nc2ncccn2)cc1,-3%,-9%,10%
